H9c2 TAG inh: inhibitors of triacylglycerol accumulation, primary screen, cell-based, uHTS, fluorescence, H9c2. H9c2 cells, Nile Red lipid (TAG) fluorescence; cells loaded with 200 µM oleic acid. inhibition, % at 12.5 µM. 230,000 tested, 0.66% active;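 active means pattern-corrected inhibition of lipid staining of at least 50% with the nuclear-stain viability signal not falling by more than 50%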;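 further: 0% = DMSO wells and 100% = triacsin C control wells; some results filed as inactive read as strong as hits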
H9c2 TAG inh DAPI viability: second read-out of H9c2 TAG inh, no call of its own (marks repeat the call); DAPI nuclei signal change (viability), lower = more cytotoxic, %;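 whole-well DAPI fluorescence read on a plate reader as a viability signal; minus 50 percent equals half of cells still viable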
Numbers without * were called inactive. Some of the compounds tested (hit frequency here may not be typical).

SMILES	H9c2 TAG inh	H9c2 TAG inh DAPI viability
Cc1cc(Cl)cc(C)c1OCC(=O)O	-5	-2
COc1ccc(-c2coc3c(CN4CCOCC4)c(O)ccc3c2=O)cc1	4	22
Clc1cccc(CNCCNCc2cccc(Cl)c2)c1	-11	17
CC1=C(C(=O)OC(C)C)C(c2ccco2)NC(=O)N1 (configuration not stated)	-8	0
COc1ccc2[nH]cc(CCNC(=O)Cc3ccc(Br)cc3)c2c1	4	-6
COC(=O)Cc1c(O)ccn(Cc2ccccc2OC)c1=O	-22	3
COc1cc(NC(=O)c2cc([N+](=O)[O-])ccc2N2CCOCC2)ccc1NC(=O)c1ccco1	15	-3
CC(=O)c1ccc(Nc2nc(-c3ccccc3)nc3ccccc23)cc1	0	13
OC(CN=c1sc2ccccc2n1CC(O)COc1ccccc1)COc1ccccc1 (configuration not stated)	-44	-1
C=C(C)Cn1c2ccc(NC(=O)NCc3ccccc3)cc2c(=O)n1C	8	30
Cc1ccc2c(c1)[C@H]1[C@H](CO2)[C@H](c2ccccc2)[C@]2(C)C(=O)Nc3cc(F)ccc3C(=O)N12	31	-27
O=C(c1ccccc1Nc1ccc(SC(F)F)cc1)N1CCCCC1	5	-8
Cc1ccc(NC(=O)CN2CCN(C)CC2)cc1S(=O)(=O)N1CCOCC1	6	6
COc1cccc(-n2nnc3c(=O)n(C/C=C/c4ccccc4)cnc32)c1	-6	-7
CCCCSc1nc2c(c(=O)[nH]c(=O)n2C)n1CCc1ccccc1	17	7
Cc1noc(C)c1C(=O)OCC(=O)Nc1c(F)cccc1F	7	-10
O=C(COC(=O)c1ccccn1)NC1CCCCC1	2	-6
CC1CN(C(=O)C(C)Sc2nnnn2C)CC(C)O1 (configuration not stated)	4	2
O=C(OCC(=O)N1CCN(C(=O)c2ccco2)CC1)c1cc(F)c(F)cc1Cl	1	4
CN(c1ccccc1)S(=O)(=O)c1cccc(NC(=O)Cn2cnc3ccccc3c2=O)c1	6	-17
COc1cccc(NC(=O)CSc2nnc(COc3ccc4c(c3)CCCC4)o2)c1	-9	-8
N=c1oc2ccc3ccccc3c2cc1C(N)=S	0	16
CCOC(=O)C1CCN(C(=O)c2ccc(Br)o2)CC1	-5	1
O=C(N/N=C/c1ccccc1Br)c1cccc(S(=O)(=O)N2CCOCC2)c1	13	-2
COc1cccc(C(=O)NCC2CCCN(C3CCCCC3)C2)c1OC (configuration not stated)	-4	11
CCOC(=O)[C@H]1[C@H]2COc3ccccc3[C@@H]2N2C(=O)c3c(C)cc(C)cc3NC(=O)[C@@]12C	-20	-1
O=C(NNc1c(Cl)cccc1Cl)C1CCC1	9	-5
O=C(CSc1nnc2ccccn12)Nc1ccccc1C(=O)NC1CC1	0	1
CCn1c(=O)cc(OCC(=O)N2CCN(C(=O)c3ccco3)CC2)c2ccccc21	13	10
COc1ccc(/C(N)=N/OC(=O)c2cccs2)cc1OC	1	-3
Nn1c(=O)[nH]c2c([nH]c3ccccc32)c1=O	6	8
O=c1[nH]c(CN2CCN(S(=O)(=O)/C=C/c3ccccc3)CC2)nc2cc(Cl)ccc12	3	-4
CON(C)S(=O)(=O)NC(=O)C1=C(N2CCCC2)COC1=O	1	8
CN(C)S(=O)(=O)c1ccc2nc(NC(=O)c3cccnc3)sc2c1	7	7
Cc1cc(-n2c(C)cc(C(=O)COc3ccccc3[N+](=O)[O-])c2C)no1	18	-2
O=C(C[C@@H]1C/C=C\CCC(=O)OC[C@@H]2CCCN2C1=O)N[C@H](CO)Cc1ccccc1	-2	-5
CC1Oc2ccccc2OC1C(=O)Nc1nccs1 (configuration not stated)	11	-10
CCOc1ccc(S(=O)(=O)Nc2cccc(C(=O)NCC(C)(C)N3CCOCC3)c2)cc1	0	-2
Cc1ccc(-c2nnc(SCC(=O)NC(=O)Nc3ccc(C)cc3C)n2N)cc1	24	-7
CC(C)Oc1ccc(C(=O)NC2=NCCS2)cc1	-1	-5
COc1cccc(NC(=O)COC(=O)c2ccc3c(c2)OCO3)c1	15	3
Cc1nn(CC(=O)Nc2ccc(C(C)C)cc2)c(C)c1[N+](=O)[O-]	12	-7
Cc1cc(C(=O)N/N=C/c2ccc(OCc3ccccc3)cc2)c(C)o1	10	-7
CN(c1ccccc1C(=O)N1CCN(Cc2ccc3c(c2)OCO3)CC1)S(C)(=O)=O	-17	-15
C=CCSc1ncc(CO)n1Cc1ccccc1	-1	-7
c1cc(-c2cnc3cccnn23)c2cccnc2c1	-9	-11
Cc1nn(C)c(C(=O)Nc2ccc3c(c2)OCO3)c1[N+](=O)[O-]	7	-3
COc1ccc(CCNC(=O)CNS(=O)(=O)c2ccc(Cl)cc2)cc1	3	-9
O=C(O)c1ccc(C(=O)Nc2ccc(F)cc2)cc1	8	2
O=C(/C=C(\O)c1ccc(Cl)cc1)C(=O)NNC(=O)C(O)(c1ccccc1)c1ccccc1	-14	6

Additional compounds:
SMILES	H9c2 TAG inh	H9c2 TAG inh DAPI viability
CCN1CCN(CCCNC(=O)C(=O)c2c(C)[nH]c3ccccc23)CC1	9	2
CC1(C(=O)Nc2ccc3c(c2)OCO3)CCN1C(=O)c1ccccc1 (configuration not stated)	-14	8
CCc1nnc(NC(=O)C(CC)CC)s1	8	-2
CCN(CC)c1nc(Oc2ccc(C(=O)OC)cc2)nc(N2CCOCC2)n1	7	-4
O=C(CC(NS(=O)(=O)c1ccc(Cl)cc1)c1ccco1)NCc1ccco1 (configuration not stated)	8	2
Cc1ccc(S(=O)(=O)Nc2cccc(-c3ccc4nncn4n3)c2)cc1	34	-23
O=C(NCCCN1CCCCC1)c1ccc2c(=O)n(CCc3ccccc3)c(=O)[nH]c2c1	18	5
CC1(C)Cc2c(cnn2-c2ccccc2)C(NC(=O)CCc2ccc(=O)[nH]n2)C1 (configuration not stated)	1	1
COc1cc(NC(=O)CN(C)S(=O)(=O)c2ccc3c(c2)CCC(=O)N3)cc(OC)c1	-10	14
COc1ccc(N2CCN(C(=O)c3cc4c(-c5ccc(Cl)cc5)nn(C)c4s3)CC2)cc1	8	7
O=C(Nc1ccccc1)N1CC=C(c2ccc(F)cc2)CC1	7	-8
O=C(CC1(O)C(=O)N(Cc2cccc3ccccc23)c2ccccc21)c1cccnc1 (configuration not stated)	48	-26
O=C1CCCCC1Sc1ccc(Cl)cc1[N+](=O)[O-] (configuration not stated)	7	-7
CCOC(=O)c1c(NCCN(C)C)c2ccccc2[nH]c1=O	-1	4
COc1ccc2c(c1)c(=O)c(C(=O)c1ccc(Cl)cc1)cn2CC(=O)Nc1ccc(F)cc1	-33	-2
Cc1ccc(NC(=S)NNc2ccc(C(=O)O)cc2[N+](=O)[O-])cc1C	-17	0
COCCNC(=O)C1(C)CCCN(C(=O)c2cc(C)oc2C)C1 (configuration not stated)	4	1
CCCCC/C=N\NC(=O)Cc1ccc([N+](=O)[O-])cc1	-33	23
CCc1cc(=O)oc2cc(OCc3nn[nH]n3)ccc12	-8	18
CCOC(=O)c1c(NC(=S)NCC2CCCO2)sc(C)c1C (configuration not stated)	7	9
CC(NC(=O)COC(=O)/C=C/c1ccco1)c1ccccc1 (configuration not stated)	18	-8
COC(=O)c1ccc(NC(=O)CN2CCN(c3ccccn3)CC2)cc1	-4	-4
Cc1csc(NC(=O)CCCNC(=O)c2ccc(Cl)cc2)n1	-5	0
O=Cc1ccc(-c2cc(Cl)ccc2Cl)[nH]1	9	-7
Cc1cc(NC(=O)CCOc2ccc(F)cc2)no1	-9	-3

An excerpt of these results, with each value named.
Structure: O=C(C[C@@H]1C/C=C\CCC(=O)OC[C@@H]2CCCN2C1=O)N[C@H](CO)Cc1ccccc1
  H9c2 TAG inh: -2
  H9c2 TAG inh DAPI viability: -5

Structure: CCCCC/C=N\NC(=O)Cc1ccc([N+](=O)[O-])cc1
  H9c2 TAG inh: -33
  H9c2 TAG inh DAPI viability: 23

Next section:
SMILES	H9c2 TAG inh	H9c2 TAG inh DAPI viability
COc1cc2c(cc1OC)[C@H](Cc1ccc(O)cc1)NCC2	-7	0
C[C@H](CO)N1C[C@H](C)[C@H](CN(C)C(=O)CC2CC2)Oc2cc(Br)ccc2S1(=O)=O	-6	-2
CCn1c(SCC(=O)O)nc2sc3c(c2c1=O)CCC3	12	-5
CCOCCCNC(=S)N1C2CCC1CC(NC(=O)Nc1ccc(C(=O)OCC)cc1)C2 (configuration not stated)	6	-2
O=C(Nc1ccc(F)c(F)c1)c1ccc(F)c(S(=O)(=O)N2CCC3(CC2)OCCO3)c1	-50	-6
Cc1n[nH]c(=O)c2c(NC(=O)COC(=O)c3cc(F)cc(F)c3)oc(C)c12	6	-21
Cc1nc(-c2nnc(SCC(=O)Nc3cc(C(F)(F)F)cc(C(F)(F)F)c3)n2C)cs1	-3	7
CN(C)CCC1(C2=CCCC2)CC/C(=C/c2ccc(Cl)cc2)C1=O (configuration not stated)	-7	10
COc1ccccc1N1CCN(C(=O)Cn2cnc3c2c(=O)n(C)c(=O)n3C)CC1	3	-3
Cc1ccc(Cn2c(C(C)Nc3nc(-c4ccc(F)cc4)cs3)nc3cc(C(F)(F)F)ccc32)cc1 (configuration not stated)	17	1
CCO[C@@H]1OC(C(=O)N2CCCCCCC2)=C[C@H](C2CCCCC2)[C@H]1CCCO	25	-3
Cc1ccc(CC2C(=O)N(c3cc(C)ccc3C)C(=O)C2C)cc1 (configuration not stated)	-16	-6
O=C(OCn1nnc2ccccc2c1=O)c1cccnc1	-1	1
COC(=O)c1cc(C)cc(=O)o1	8	-8
COCC(C)n1c(C)cc(C(=O)COC(=O)c2nn(C)c(=O)c3ccccc23)c1C (configuration not stated)	3	1
CN1C(=O)c2ccc(C(=O)Nc3cccnc3)cc2C1=O	1	6
O=C(Cc1ccc(NC(=O)C2CCCN(C(=O)CCc3ccccc3)C2)cc1)Nc1cccc(C(=O)N2CCCC2)c1 (configuration not stated)	-20	4
CC(=O)N1CCN(CC(=O)Nc2cc(S(=O)(=O)N3CCCCC3)ccc2C)CC1	-13	-1
COc1ccc(NS(=O)(=O)c2ccc(O)c(C(=O)OCC(=O)N3CC(C)OC(C)C3)c2)cc1 (configuration not stated)	-14	6
CCOC(=O)c1sc2nc(C)nc(Nc3ccccc3)c2c1C	19	5
COc1ccc(NC(=S)N2CCCC(c3nc4ccc(C)cc4[nH]3)C2)c(OC)c1 (configuration not stated)	19	8
O=C(Cc1ccc(F)cc1)Nc1cc(S(=O)(=O)N2CCOCC2)ccc1N1CCCCC1	-19	-2
O=[N+]([O-])c1ccc(Cl)c(S(=O)(=O)/N=C(/c2ccccc2)N2CCOCC2)c1	-2	-7
Cc1nc(SCC(C)C)[nH]c(=O)c1Cc1ccccc1	-9	-1
CCC(=O)NNc1ncnc2c1cnn2-c1cccc(C)c1	7	-1

Full records from above. Screens in order: H9c2 TAG inh, H9c2 TAG inh DAPI viability
Results for CC(=O)N1CCN(CC(=O)Nc2cc(S(=O)(=O)N3CCCCC3)ccc2C)CC1 : -13, -1
Results for Cc1ccc2c(c1)[C@H]1[C@H](CO2)[C@H](c2ccccc2)[C@]2(C)C(=O)Nc3cc(F)ccc3C(=O)N12 : 31, -27
Results for CCOCCCNC(=S)N1C2CCC1CC(NC(=O)Nc1ccc(C(=O)OCC)cc1)C2 (configuration not stated) : 6, -2
Results for CCc1nnc(NC(=O)C(CC)CC)s1 : 8, -2
Results for CC1Oc2ccccc2OC1C(=O)Nc1nccs1 (configuration not stated) : 11, -10

Following part:
SMILES	H9c2 TAG inh	H9c2 TAG inh DAPI viability
CN(c1ccc(C(=O)NCc2ccncc2)cc1)S(=O)(=O)c1ccc(Cl)cc1	-8	8
C[C@H](NC(=O)c1ccc(Br)cc1)C(=O)NCc1ccc(S(N)(=O)=O)cc1	2	-2
CCNC(=O)C1(C)CCCN(Cc2cccc3ccccc23)C1 (configuration not stated)	-5	-2
COC(=O)COc1ccc(S(=O)(=O)N2CCOCC2)cc1	-3	12
O=C(CSc1nnc(NC(=O)c2c(F)cccc2F)s1)Nc1ccc(F)cc1	0	8
CCN1C[C@@H]2[C@@H]3C(=O)N(Cc4ccccc4)C(=O)[C@@H]3[C@](C)(C1=O)N2C(=O)c1ccc(Cl)cc1	2	-2
Cc1noc(C)c1NC(=O)Nc1cccc2c1O[C@@H](CN(C)C)[C@@H](C)CN([C@H](C)CO)C2=O	10	3
CN(C)c1ccc(P(=O)(OCc2ccccc2)C(O)c2ccccc2)cc1 (configuration not stated)	-6	2
Cc1ccc(OCC(=O)Nc2ccc(S(=O)(=O)Nc3ccccn3)cc2)cc1C	-11	-1
O=C(Nc1ccccc1O)c1ccc(NC(=O)C2CC2)cc1	-20	8
O=C(N/N=C/c1cccc(OC(=O)c2cccc(Br)c2)c1)c1cccnc1	13	-2
CCOc1ccc(C(=O)NNC(=O)CN2C(=O)NC3(CCCC3)C2=O)cc1	-55	7
COc1cccc(C(=O)NC2CCN(CC(=O)NCc3ccccc3OC)CC2)c1	16	-10
CC(C)(C)OC(=O)N1CCc2onc(-c3ccc([N+](=O)[O-])cc3)c2C1=O	-2	3
Cc1nc2[nH]c(=O)n(O)c(=O)c2s1	2	7
CSc1cccc(NC(=O)CSc2ccccc2)c1	-20	2
CCN1CCN(CCC(=O)Nc2cccc(OC)c2)CC1	-2	9
S=C(NC1CC2CCC1C2)N1CCN(c2cccc(Cl)c2)CC1 (configuration not stated)	-9	4
CC(=O)c1c(NC(=O)c2ccccc2)[nH]c(-c2ccccc2)nc1=S	0	-7
NC(=O)COC(=O)/C=C/c1ccc2ccccc2n1	18	2
O=C(Nc1ccncc1)Nc1cc(Cl)ccc1Cl	15	5
O=[N+]([O-])c1cc(S(=O)(=O)NC2=NCCCCC2)ccc1NCC1CCCCC1	-12	7
COc1ccc(C(=O)COc2ncnc3cc(Cl)ccc23)cc1	-8	-2

Screens from PubChem BioAssay.
